Compound activity deposited in PubChem BioAssay by several laboratories.
iPSC survival up = increases survival of single human iPS cells. survival enhancement, % at 20 µM. hit rate 0.044% among 360,000. hiPSC single-cell survival, ATPlite luminescence; 100% = ROCK inhibitor wells, 0% = DMSO; in the data active means survival enhancement above about 18%;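 further: cells exposed to compounds for 16 hours before the ATP read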
TRPM1 prom inh = reduces MITF-dependent TRPM1 promoter luciferase signal. SK-MEL-5 TRPM1 promoter luciferase, 24 h. inhibition, % at 12.5 µM. hit rate 0.83% among 330,000. AID 488899;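 active means mean inhibition across replicates of 60% or more, whatever share of single replicates reaches that level; inconclusive means some that reach 60%, reason not given; inactive means mean inhibition across replicates below 60%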; further: values of inactives mirror those of a sister screen read the other way
NR2E3 ag-1 = NR2E3 (human) agonism. Q9Y5X4. GST-NR2E3/biotin-RetCOR TR-FRET, 1536-well. inhibition of corepressor binding, % at 4.78 µM. hit rate 0.12% among 320,000. AID 2300;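 active means percent inhibition above the cutoff of mean plus 3 SD of all tested compounds, set per screening campaign, cut at about 20% in these data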;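 further: 0% = DMSO wells and 100% = biotin wells as full block of FRET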
Target sequence (Q9Y5X4 whole entry, looked up): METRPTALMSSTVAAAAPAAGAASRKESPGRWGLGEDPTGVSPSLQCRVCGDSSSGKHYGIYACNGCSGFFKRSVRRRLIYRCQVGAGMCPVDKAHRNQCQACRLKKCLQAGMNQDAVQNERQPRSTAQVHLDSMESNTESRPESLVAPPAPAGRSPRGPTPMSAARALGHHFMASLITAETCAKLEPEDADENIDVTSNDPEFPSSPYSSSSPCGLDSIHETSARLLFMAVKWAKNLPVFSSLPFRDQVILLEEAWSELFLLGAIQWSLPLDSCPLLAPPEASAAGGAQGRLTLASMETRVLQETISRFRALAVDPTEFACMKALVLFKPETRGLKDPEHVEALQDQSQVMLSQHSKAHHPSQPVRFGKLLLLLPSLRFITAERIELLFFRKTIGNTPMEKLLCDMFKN
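Material: NR2E3–RetCOR corepressor complex | Quantity: 1.35 nM GST-tagged NR2E3 final | Schedule: 5 h at 4 °C | Replication: Singlicate compound wells | Reagent: RetCOR corepressor, biotinylated, 7 nM | Controls: Biotin wells as high control, 0.6% DMSO wells as low control | Signal: TR-FRET, Eu(K)-anti-GST donor, streptavidin-D2 acceptor, ex 340, em 617/671 nm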
Vif inh = blocks HIV Vif function | HEK293T cells, Vif self-association by quenched fluorescence, imaging, 24 h | AID 602346 | inhibition, % at 7.49 µM | hit rate 0.35% among 340,000; in the data active means inhibition above about 50%, passing the limit was not always enough; inconclusive means no clear call, values can overlap the other calls; inactive means below about 31%; further: some results filed as inactive read as strong as hits
CaV13 FRET inh = Primary screen for inhibitors of IQ motif and Ca2+-dependent inactivation inhibitor domain binding in CACNA1D, Förster resonance energy transfer in living cells, …; HEK cells, CFP/YFP FRET ICDI-IQ, plate reader, 10 min; percent FRET-ratio fall versus neutral wells; inhibition, % at 12.3 µM; hit rate 0.098% among 340,000;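 active means mean replicate inhibition of at least 30% and at least 1% of replicates passing that level; inconclusive means only one of the two criteria is met; inactive means neither criterion is met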;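 further: 0% = median of the neutral control wells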
HIF-2a inh = inhibitors of HIF-2a; inhibition, % at 18.8 µM; 786-0 RCC cells HIF-2a reporter, luciferase luminescence, overnight; AID 624352; hit rate 0.72% among 360,000;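 active means inhibition of the luminescence signal of 40% or more relative to plate controls, in a single-dose primary screen at 18.75 µM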
Exocytosis inh = blocks lytic granule exocytosis | TALL-104 LAMP-1 surface exposure, flow cytometry; cells stimulated with thapsigargin and PMA | inhibition, % at 10 µM | hit rate 0.66% among 360,000 | AID 651702;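 active means inhibition above about 55%, limit read from the data; inconclusive means no clear call, values can overlap the other calls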
NR2E3 ag-2 = agonists of human NR2E3 nuclear receptor; Q9Y5X4; CHO-S Gal4-NCOR/VP16-NR2E3 two-hybrid, luciferase; inhibition of corepressor binding, % at 3.98 µM; hit rate 0.35% among 360,000; AID 602229;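 active means inhibition above the mean of all tested compounds plus 3 SD, cut at about 70% in these data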;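 further: 0% = DMSO with NR2E3 transfected cells and 100% = cells lacking NR2E3 construct; higher means lower luciferase signal from less NR2E3 corepressor binding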
Peg3 promoter = Peg3 promoter activity inhibition | HeLa PEG-Prom luciferase reporter, luminescence, overnight | inhibition, % at 20 µM | hit rate 1.7% among 360,000;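 active means inhibition of at least 50% at 20 µM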
aDG glyco up = alpha-DG glycosylation activation | activation, % at 10 µM | Pro5-aDG cells, alpha-DG glycosylation AlphaScreen (IIH6); 0% Pro5, 100% B10-LARGE cell signal | hit rate 0.22% among 360,000;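 active means activation of at least 8% versus controls, or a plate z-score of at least 8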;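 further: Pro5 are CHO cells carrying HIG-tagged alpha-DG that lacks glycosylation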
PDI turbidity = inhibitors of human protein disulfide isomerase. P07237. PDI insulin aggregation turbidity, A650, 90 min. inhibition, % at 10 µM. hit rate 0.052% among 350,000. AID 588391;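 active means mean inhibition across replicates of 30% or more, whatever share of single replicates reach that level; inconclusive means mean inhibition below 30% while every single replicate reaches 30%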;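 further: absorbance from insulin aggregation driven by PDI reduction with DTT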
Target sequence (P07237 whole entry, looked up): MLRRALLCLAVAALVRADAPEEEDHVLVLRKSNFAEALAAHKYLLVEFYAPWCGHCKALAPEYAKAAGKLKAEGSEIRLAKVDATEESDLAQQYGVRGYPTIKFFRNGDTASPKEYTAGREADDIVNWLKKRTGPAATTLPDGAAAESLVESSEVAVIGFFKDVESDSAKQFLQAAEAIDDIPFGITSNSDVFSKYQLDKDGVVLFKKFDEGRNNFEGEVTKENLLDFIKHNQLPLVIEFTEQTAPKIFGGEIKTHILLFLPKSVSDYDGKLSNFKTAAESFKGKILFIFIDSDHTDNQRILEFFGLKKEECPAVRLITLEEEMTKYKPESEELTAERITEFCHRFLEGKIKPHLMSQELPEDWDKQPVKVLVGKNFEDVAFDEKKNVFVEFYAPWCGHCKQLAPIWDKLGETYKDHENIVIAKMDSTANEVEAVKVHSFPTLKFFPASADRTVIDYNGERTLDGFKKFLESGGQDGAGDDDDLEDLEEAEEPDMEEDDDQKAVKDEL
* marks the source's active call; other numbers are inactive results; ? = inconclusive; / = no result given.

SMILES	iPSC survival up	TRPM1 prom inh	NR2E3 ag-1	Vif inh	CaV13 FRET inh	HIF-2a inh	Exocytosis inh	NR2E3 ag-2	Peg3 promoter	aDG glyco up	PDI turbidity
NC(=O)CSc1ncnc2c1nnn2Cc1ccc(F)cc1	-1.0	9	5	-5	-4	6	1	-23	7	-0.1	11
O=C1CCCCC/C1=N/Nc1ccc(OCc2ccccc2)cc1	0.9	-17	-3	-4	-4	-124	-6	-41	-86	0.2	0
CCNC(=O)C1(C)CCCN(Cc2csc(-c3ccc(Cl)cc3)n2)C1 (configuration not stated)	-2.9	/	/	-8	-6	-55	-1	-13	-46	0.3	-1
CCN(c1ccc(NC(=O)c2ccc(N3CCCC3=O)cc2)cc1)C(C)C	-0.5	9	-3	-14	-14	-24	4	-3	-22	0.7	3
Cc1ccc2c(NC(=S)NC(=O)c3ccccc3)cccc2n1	0.1	16	1	-5	-5	-55	-2	-22	-23	-0.1	8
CN1CCc2c(sc3c2c(=O)n(-c2cccc(Cl)c2)c2nncn32)C1	-2.5	19	5	-3	/	5	1	-17	-5	0.2	-5
C=CCOc1c2ccc(C(=O)NC3CCCc4ccccc43)cc2nn1C (configuration not stated)	-3.0	-1	-2	-3	-5	13	11	-8	10	-0.1	2
O=C(COc1ccccc1Br)NCc1ccccn1	-0.8	-32	3	3	-8	-101	-4	-5	-103	0.7	-1
O=Cc1ccc(OC(=O)c2cccnc2)cc1	1.8	16	0	-1	-3	13	0	-59	-8	-0.1	4
N#CCC(=O)NC1CCC(CC2CCC(NC(=O)CC#N)CC2)CC1 (configuration not stated)	0.4	-5	0	1	/	15	-14	8	-2	0.0	1
Cc1cnc(NC(=O)C2CC=CCC2)s1 (configuration not stated)	0.3	-21	2	-4	-4	-49	-4	-22	-40	0.0	-4
Cc1ccccc1NC(=O)C1CCN(S(=O)(=O)c2cccs2)CC1	0.3	14	-1	16	-16	3	-2	-20	-9	0.0	5
CC1Cc2ccccc2N1C(=O)COC(=O)Cn1nnc(-c2ccccc2)n1 (configuration not stated)	1.4	2	2	-1	-5	7	0	-5	15	0.0	3
Cc1ccc(CN2C(=O)c3ccccc3C2c2nnnn2-c2c(C)cccc2C)cc1 (configuration not stated)	-0.9	/	/	/	-6	-3	-4	-3	/	-0.1	/
CCOc1ccc(NCCC(O)c2ccc(F)cc2)cc1 (configuration not stated)	0.2	2	-2	-13	-16	-27	16	18	-24	-0.1	-2

Part of the list above in order of length of the SMILES, lowest first.
SMILES	iPSC survival up	TRPM1 prom inh	NR2E3 ag-1	Vif inh	CaV13 FRET inh	HIF-2a inh	Exocytosis inh	NR2E3 ag-2	Peg3 promoter	aDG glyco up	PDI turbidity
Cc1cnc(NC(=O)C2CC=CCC2)s1 (configuration not stated)	0.3	-21	2	-4	-4	-49	-4	-22	-40	0.0	-4
O=Cc1ccc(OC(=O)c2cccnc2)cc1	1.8	16	0	-1	-3	13	0	-59	-8	-0.1	4
CCOc1ccc(NCCC(O)c2ccc(F)cc2)cc1 (configuration not stated)	0.2	2	-2	-13	-16	-27	16	18	-24	-0.1	-2
NC(=O)CSc1ncnc2c1nnn2Cc1ccc(F)cc1	-1.0	9	5	-5	-4	6	1	-23	7	-0.1	11
O=C1CCCCC/C1=N/Nc1ccc(OCc2ccccc2)cc1	0.9	-17	-3	-4	-4	-124	-6	-41	-86	0.2	0
Cc1ccc2c(NC(=S)NC(=O)c3ccccc3)cccc2n1	0.1	16	1	-5	-5	-55	-2	-22	-23	-0.1	8
N#CCC(=O)NC1CCC(CC2CCC(NC(=O)CC#N)CC2)CC1 (configuration not stated)	0.4	-5	0	1	/	15	-14	8	-2	0.0	1
CCNC(=O)C1(C)CCCN(Cc2csc(-c3ccc(Cl)cc3)n2)C1 (configuration not stated)	-2.9	/	/	-8	-6	-55	-1	-13	-46	0.3	-1
CC1Cc2ccccc2N1C(=O)COC(=O)Cn1nnc(-c2ccccc2)n1 (configuration not stated)	1.4	2	2	-1	-5	7	0	-5	15	0.0	3
CN1CCc2c(sc3c2c(=O)n(-c2cccc(Cl)c2)c2nncn32)C1	-2.5	19	5	-3	/	5	1	-17	-5	0.2	-5
Cc1ccc(CN2C(=O)c3ccccc3C2c2nnnn2-c2c(C)cccc2C)cc1 (configuration not stated)	-0.9	/	/	/	-6	-3	-4	-3	/	-0.1	/

Molecules above with a Cl atom:
SMILES	iPSC survival up	TRPM1 prom inh	NR2E3 ag-1	Vif inh	CaV13 FRET inh	HIF-2a inh	Exocytosis inh	NR2E3 ag-2	Peg3 promoter	aDG glyco up	PDI turbidity
CCNC(=O)C1(C)CCCN(Cc2csc(-c3ccc(Cl)cc3)n2)C1 (configuration not stated)	-2.9	/	/	-8	-6	-55	-1	-13	-46	0.3	-1
CN1CCc2c(sc3c2c(=O)n(-c2cccc(Cl)c2)c2nncn32)C1	-2.5	19	5	-3	/	5	1	-17	-5	0.2	-5

Next part
SMILES	iPSC survival up	TRPM1 prom inh	NR2E3 ag-1	Vif inh	CaV13 FRET inh	HIF-2a inh	Exocytosis inh	NR2E3 ag-2	Peg3 promoter	aDG glyco up	PDI turbidity
Nc1ncnc2c1ncn2CCOc1ccccc1	-0.4	-15	-2	12	-5	-42	8	-17	-59	0.1	2
COc1ccc(NC(=O)C2CCCN(c3nccc(C)n3)C2)cc1 (configuration not stated)	0.4	6	0	-12	-2	11	-5	-13	19	0.0	3
COc1ccccc1-n1cc(CN2CCN(CC(C)C)C(CCO)C2)cn1 (configuration not stated)	1.1	2	6	-6	-7	9	-4	21	-12	0.1	0
Cc1ccc(-c2onc3ccc(C=O)cc23)cc1	2.3	-8	-2	5	/	-46	-9	-130	-176	0.0	-11
O=C(CNC(=O)c1ccccc1Br)N/N=C/c1cc(Br)ccc1O	2.9	12	-1	-1	-4	17	-1	-8	35	0.8	5
Cc1ccc(CN2CCN(Cc3cn(C)nc3C)CC2CCO)o1 (configuration not stated)	22*	5	0	-3	-17	7	8	0	0	-0.3	10
CC(/C=C\C=C\c1ccccc1)=N\NC(=O)c1cncc(Br)c1	1.2	19	2	-1	-6	14	-4	3	12	0.0	-2
O=C(CSc1nc(C2CC2)n(-c2ccccc2)n1)NCc1ccco1	1.5	6	4	2	-2	14	-2	5	-1	0.0	-1
N#C/C(=C(/O)c1ccc(Cl)cc1)c1nc2ccccc2[nH]1	-0.5	-11	-3	7	-4	-10	0	-33	-33	-0.1	-3
O=C(CSc1nc(-c2ccco2)cc(C(F)(F)F)n1)NCC1CCCO1 (configuration not stated)	3.8	3	4	5	-8	22	0	-11	20	0.1	19
O=C(CSc1nnnn1-c1ccc2c(c1)CCC2)NCc1cccs1	-0.5	-1	4	14	-9	-46	5	16	-9	0.4	-13
COC(=O)c1ccc2nc(-c3ccc(F)cc3)c(Cc3cccc(Cl)c3)n2c1	-0.6	/	/	/	-7	13	7	-22	/	0.6	/
COc1ccc(CN(CCC(c2ccco2)C(C)C)C(C)=O)cc1OC (configuration not stated)	0.5	-4	5	-1	-9	17	-1	6	1	-0.1	0
O=C(C1CC1)N1CCc2cc(S(=O)(=O)NCCC3=CCCCC3)ccc21	0.1	-5	-1	-1	/	25	2	59	16	0.3	0
O=C(c1ccco1)N1CCC(N2CCN(c3ccccc3)CC2)CC1	-0.2	-10	-3	-6	-13	21	1	10	5	0.0	-1
O=c1c2ccccc2nc2c3ccccc3c3nncn3n12	1.5	-2	/	-4	/	-3	4	-27	-12	0.2	6
CC1CCCCN1CCNC(=O)c1cc2c(=O)n(C)c3ccccc3c2n1C (configuration not stated)	5.2	/	0	12	-2	8	14	-15	-4	-0.1	/
COC(=O)CC/C(O)=C1\C(=O)CC(C)(C)CC1=NCCc1nc2ccccc2[nH]1	2.1	8	1	1	-3	16	-4	9	16	0.1	22
Cc1c(Cl)cccc1NC(=O)c1ccccc1-c1ccccc1C(=O)O	-0.4	17	0	-2	-5	12	22	-5	19	-0.1	13
COc1ccc(OC)c(S(=O)(=O)CC(O)CS(=O)(=O)c2ccccc2)c1 (configuration not stated)	-0.2	12	-2	6	-2	15	0	-6	2	-0.2	10
CC1Cc2cc(C(=O)O)ccc2O1 (configuration not stated)	3.0	-3	-1	/	/	-6	0	-19	0	0.3	-15
O=C(Nc1ccccc1)OCc1ccccn1	-3.4	-31	-2	1	-4	-164	-1	-49	-129	0.1	-8
CC(C)OC(=O)CN1C(=O)C(C)(C)Oc2ccc(C(=O)NC(C)(C)C)cc21	-0.8	-4	0	?	-1	10	19	-18	3	0.2	-7
C#CCOC(=O)c1ccccc1C(=O)n1nnc2ccccc21	0.0	21	-2	3	-4	9	10	-2	27	-0.2	3
COc1cc(S(=O)(=O)n2ccnc2)ccc1Br	-0.3	5	4	2	2	6	1	14	4	0.2	13
COc1ccc(-n2[nH]c(C)cc2=O)cc1	4.3	5	17	-1	-3	8	8	-4	7	-0.4	2
CCN(C(=O)C1CC1)C1CCS(=O)(=O)C1 (configuration not stated)	-0.3	-13	1	-1	-2	10	3	7	0	0.1	2
Cc1cccc(/C=N/NC(=O)c2ccc(Br)cc2)c1	0.6	-56	-2	-6	-2	-201	2	-46	-239	-0.1	-2
COc1ccc(NC(=O)CSc2nc3sc4c(c3c(=O)n2-c2ccc(OC)cc2)CCN(C)C4)cc1	0.3	-7	-8	-7	-3	-4	-32	7	-10	-0.2	-7
O=C(Oc1ccc(=O)n(-c2ccccc2)n1)c1ccc(F)cc1	1.8	9	1	9	-2	23	0	7	0	-0.3	2
O=C(c1cc(-c2cccs2)nc2ccccc12)N1CCN(S(=O)(=O)c2ccccc2)CC1	-1.5	-2	1	-18	-9	-1	-1	3	19	-0.4	1
O=C(N/N=C/c1ccc([N+](=O)[O-])cc1)c1ccc(NS(=O)(=O)c2cccs2)cc1	-0.3	2	0	11	-7	7	-4	-42	2	0.0	9
O=C(NC1CCCCC1)c1cc([N+](=O)[O-])ccc1N1CCCCC1	-1.8	5	1	0	-4	14	0	-8	3	0.2	-4
